MITF TRPM1 HTS = increases MITF-driven TRPM1 promoter luciferase signal; SK-MEL-5 TRPM1-promoter luciferase, 24 h; % of positive control, neutral wells = 0; activation, % at 12.5 µM; 300,000 compounds, 0.75% hits;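 active = mean activation of at least 80% with every replicate also reaching 80%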;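 also: 0% = neutral control wells and 100% = parthenolide positive control wells; values of inactives mirror those of a sister screen read the other way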
PfHsp90 set2 = inhibits growth of yeast expressing Plasmodium falciparum Hsp90. inhibition, % at 9.4 µM. AID 504621. S. cerevisiae expressing PfHsp90, BacTiter-Glo ATP, 48 h; yeast lacking PDR1 and PDR3 efflux regulators. 310,000 compounds, 0.32% hits;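 active = every replicate shows inhibition above about 80%, whatever the replicate mean, limit read from the data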;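 also: 0% = DMSO neutral controls and 100% = 20 µM radicicol positive controls; yeast relying on Plasmodium falciparum Hsp90 in place of its own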
CAL PDZ FP-1 = blocks peptide binding to human CAL PDZ domain; Q9HD26; purified CAL PDZ, TMR-peptide fluorescence polarization, 1 h; inhibition, % at 20 µM; 330,000 compounds, 0.02% hits; AID 504414;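 active = highest replicate inhibition of at least 40%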;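 also: plate controls were DMSO neutral control wells for no effect and unlabeled competitor peptide control wells for full effect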
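material = purified tagged CAL PDZ domain construct (CerCALP) | compound dosing = 20 µM, one dose | times = 1 h at RT | measured by = fluorescence polarization from S- and P-plane intensities, G-factor corrected | read-out = inhibition from polarization loss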
CAL PDZ FP-2 = CAL PDZ (human) peptide binding inhibition; Q9HD26; purified CAL PDZ, TMR-peptide fluorescence polarization, 1 h; inhibition, % at 24.9 µM; 300,000 compounds, 0.92% hits; AID 602252;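 active = mean inhibition of at least 30% with at least half of replicates also reaching 30%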;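 also: 0% = DMSO neutral control and 100% = excess unlabeled competitor peptide PRC23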
dFosB activator = activators of mouse delta FosB homodimer. P13346. purified delta FosB, TAMRA-CDK5 oligo fluorescence polarization; percent of positive-control signal above neutral wells. activation, % at 25 µM. 340,000 compounds, 0.99% hits. AID 493131;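 active = mean activation above about 17%, with every replicate also reaching it, limit read from the data, passing the limit was not always enough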;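 also: fluorescence polarization rise as delta FosB binds a TAMRA Cdk5 AP-1 oligo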
Target sequence (P13346 whole entry, looked up): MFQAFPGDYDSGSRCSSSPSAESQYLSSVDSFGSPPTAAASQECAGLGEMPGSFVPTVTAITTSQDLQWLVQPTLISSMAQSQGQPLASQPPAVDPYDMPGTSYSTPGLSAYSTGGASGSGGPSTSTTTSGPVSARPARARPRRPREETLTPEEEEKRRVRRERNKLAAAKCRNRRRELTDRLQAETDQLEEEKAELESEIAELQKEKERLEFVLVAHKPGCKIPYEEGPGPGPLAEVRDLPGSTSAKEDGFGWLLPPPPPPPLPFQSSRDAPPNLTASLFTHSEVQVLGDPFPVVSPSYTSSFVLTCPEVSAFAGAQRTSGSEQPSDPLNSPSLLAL
SR-BI DiI-HDL act = activators of SR-BI mediated HDL lipid uptake; AID 504775; 320,000 compounds, 0.096% hits; activation, % at 12.5 µM; CHO ldlA[mSR-BI] cells, DiI-HDL uptake fluorescence, 3 h; 100 = double the neutral-control signal;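 active = mean replicate activation of at least 60% and every replicate at or above 60%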;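 also: 0% = median plate neutral-control signal and 100% = twice that signal; values of inactives mirror those of a sister screen read the other way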
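Material: SR-BI-overexpressing, LDLR-lacking CHO cells | Dosing: Single compound concentration, delivered by pin transfer | Probe or stimulus: Labelled HDL, 10 µg/mL | Signal: Bottom-read cell fluorescence after medium removal, ex 550/em 595 nm | Schedule: 3 h, 37 °C | Evaluation: HDL uptake via cellular fluorescence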
SR-BI DiI inh = blocks mouse SR-BI lipid uptake from DiI-HDL; ldlA[mSR-BI] CHO cells, DiI-HDL uptake fluorescence, 3 h; inhibition, % at 12.5 µM; 320,000 compounds, 0.96% hits;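 active = mean replicate inhibition of at least 70% and a set share of replicates each scoring 70 or more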;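 also: 0% = median of neutral control wells and 100% = median of positive control wells; values of inactives mirror those of a sister screen read the other way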
Target sequence (Q61009 whole entry, looked up): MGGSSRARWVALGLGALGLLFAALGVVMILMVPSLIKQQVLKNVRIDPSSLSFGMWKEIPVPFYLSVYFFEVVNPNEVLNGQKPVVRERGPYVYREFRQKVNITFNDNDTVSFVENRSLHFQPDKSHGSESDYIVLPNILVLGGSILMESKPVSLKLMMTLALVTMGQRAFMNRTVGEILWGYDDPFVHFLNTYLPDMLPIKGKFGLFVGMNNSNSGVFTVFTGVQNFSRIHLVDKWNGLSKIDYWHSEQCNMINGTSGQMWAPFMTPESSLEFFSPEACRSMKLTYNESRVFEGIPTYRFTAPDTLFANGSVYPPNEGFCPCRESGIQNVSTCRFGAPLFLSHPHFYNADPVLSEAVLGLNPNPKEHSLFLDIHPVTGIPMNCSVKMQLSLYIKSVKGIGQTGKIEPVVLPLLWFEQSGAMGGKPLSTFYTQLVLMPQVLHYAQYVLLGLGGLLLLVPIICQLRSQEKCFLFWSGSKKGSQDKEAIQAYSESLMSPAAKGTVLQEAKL
PvdQ acylase = blocks Pseudomonas aeruginosa PvdQ acylase activity | purified PvdQ acylase, fluorescence plate reader | inhibition, % at 10 µM | 340,000 compounds, 0.063% hits; in the data active = inhibition above about 30%, passing the limit was not always enough;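 also: 0% = vehicle neutral wells and 100% = reference inhibitor wells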
NSD2 HMT inh = blocks human histone methyltransferase NSD2. NSD2 peptide methylation, AlphaScreen, 120 min. AID 743445. inhibition, % at 12.5 µM. 310,000 compounds, 0.54% hits; in the data active = inhibition above about 50%
Rtt109 HAT inh = C. albicans Rtt109 histone acetyltransferase inhibition. Q5AAJ8. AID 540336. inhibition, % at 34.9 µM. purified Rtt109/Vps75, ThioGlo CoA-SH fluorescence, 4 h. 330,000 compounds, 0.16% hits;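 active = inhibition of at least 50% in every replicate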
* = called active by the depositor; x = no result given; & = joins results of further samples. A portion of the library; the hit share may differ from the screen's.

SMILES	MITF TRPM1 HTS	PfHsp90 set2	CAL PDZ FP-1	CAL PDZ FP-2	dFosB activator	SR-BI DiI-HDL act	SR-BI DiI inh	PvdQ acylase	NSD2 HMT inh	Rtt109 HAT inh
COc1ccc(NC(c2ccccc2F)P(=O)(Oc2ccccc2)Oc2ccccc2)cc1 (centres undefined)	2	16	-1.2	4	-21	7	-7	-14	-2	-2
N#CC1=C(N)Oc2c(c(=O)sc3ccccc23)C1c1cccnc1 (centres undefined)	-17	-5	-0.9	-2	-8	16	-16	-2	-6	-6
CCN(CC)C(=O)c1ccc(NC(=O)c2cc(-n3cnnc3)ccc2Cl)cc1	-7	19	-0.5	x	-1	1	-1	-6	1	-3
CCc1ccc(CN2CCCC(C(=O)c3sccc3C)C2)o1 (centres undefined)	-5	-22	-0.6	2	-2	15	-15	-4	1	-5
O=c1[nH]c(=S)n(CCC2=CCCCC2)c(O)c1C=NCCCn1ccnc1	x	6	-2.3	-2	-2	12	-12	11	4	15
CN1C2CCC1C(COC(=O)c1ccccc1)C(O)C2 (centres undefined)	-4	-6	-0.5	0	4	-4	4	6	3	2
CN1CC=C2C(C#N)=C(N)C(C#N)(C#N)C(c3ccncc3)C2C1 (centres undefined)	x	18	0.7	x	-5	33	-33	-6	2	-70
C[C@]12CC[C@H](O)CC1=CCC1C2CC[C@]2(C)C(=O)[C@H](Br)CC12 (some centres undefined)	3	16	-0.6	-2	-19	2	-2	-23	9	-1
CC1CC(OC(=O)c2ccccc2)(c2ccccc2)C(C)CN1C (centres undefined)	4	-3	-0.4	-2	-4	13	-13	-3	2	8
COC(=O)C1=C(c2cc3ccccc3s2)C[C@@H]2CC[C@H]1N2C(=O)NCc1ccc(F)cc1	-4	-5	-0.4	-7	-3	-28	28	-5	x	0
Cc1cc(OC(=O)c2cccs2)c2c3c(c(=O)oc2c1)CCCC3	6	-7	-2.1	-5	-6	-13	13	3	-1	8
COC(=O)C(O)(c1c(C)[nH]n(-c2ccccc2)c1=O)C(F)(F)F (centres undefined)	12	-6	0.3	0	2	8	-8	7	x	12
CC(C)c1ccc(OCC(=O)N2CCCN(C)CC2)cc1	16	2	-2.0	0	-8	-6	6	-14	4	-3
C[C@H]1CC[C@@H]2[C@@H](C)[C@H]3[C@H](C[C@H]4[C@@H]5CC=C6C[C@@H](O[C@@H]7O[C@H](CO)[C@H](O)[C@H](O[C@@H]8O[C@H](CO)[C@@H](O)[C@H](O)[C@H]8O)[C@H]7O[C@@H]7O[C@@H](C)[C@H](O)[C@@H](O)[C@H]7O)CC[C@]6(C)[C@H]5CC[C@]34C)N2C1	-42	1	-1.0	-2	9	-25	25	-5	x	10
COc1ccc(C(=O)c2nc3ccccc3n2C(C)C)cc1OC	-5	-9	-1.7	-2	0	-24	24	13	-3	7

One compound at a time, as listed above.
C[C@]12CC[C@H](O)CC1=CCC1C2CC[C@]2(C)C(=O)[C@H](Br)CC12 (some centres undefined) reads MITF TRPM1 HTS: 3; PfHsp90 set2: 16; CAL PDZ FP-1: -0.6; CAL PDZ FP-2: -2; dFosB activator: -19; SR-BI DiI-HDL act: 2; SR-BI DiI inh: -2; PvdQ acylase: -23; NSD2 HMT inh: 9; Rtt109 HAT inh: -1
COC(=O)C(O)(c1c(C)[nH]n(-c2ccccc2)c1=O)C(F)(F)F (centres undefined) reads MITF TRPM1 HTS: 12; PfHsp90 set2: -6; CAL PDZ FP-1: 0.3; CAL PDZ FP-2: 0; dFosB activator: 2; SR-BI DiI-HDL act: 8; SR-BI DiI inh: -8; PvdQ acylase: 7; NSD2 HMT inh: x; Rtt109 HAT inh: 12

(further entries)
SMILES	MITF TRPM1 HTS	PfHsp90 set2	CAL PDZ FP-1	CAL PDZ FP-2	dFosB activator	SR-BI DiI-HDL act	SR-BI DiI inh	PvdQ acylase	NSD2 HMT inh	Rtt109 HAT inh
CCOc1cc(C(=O)N2CCC3(CC2)OCCO3)cc(OCC)c1OCC	0	x	-1.1	x	1	18	-18	-16	-3	-8
O=C(CN1CCCC1=O)Nc1ccccc1	-5	-2	-1.0	x	-5	22	-22	-7	-1	7
COC(=O)C1=C(c2ccc(F)cc2F)C[C@@H]2CC[C@H]1N2C(=O)N1CCCCC1	-3	-10	0.3	-1	-3	17	-17	-13	x	-7
N[C@@H](Cc1ccc(N(CCCl)CCCl)cc1)C(=O)O	5	3	-0.6	-3	-8	-14	14	-1	x	-1
CN(C)CC1CCCCC1OC(=O)c1ccc(Cl)c(Cl)c1 (centres undefined)	-13	-26	-2.7	2	-10	16	-16	-5	7	x
O=C(CCc1nnc2ccc(NCc3ccccc3)nn12)N1CCC2(CC1)OCCO2	3	-16	-2.5	-2	-7	-5	5	-9	2	10
COc1cc(N2CCOCC2)ccc1/C=C1\C(=O)NC(=O)N(Cc2ccc3c(c2)OCO3)C1=O	1	-21	0.8	3	6	5	-5	-2	35	12
O=C(c1ccc(Cl)cc1)C1CCCN(Cc2ccc3nonc3c2)C1 (centres undefined)	-6	-15	-2.5	-4	-2	x	x	-2	-2	-2
CC1CCCN(CC(=O)c2ccc(Cl)c(Cl)c2)C1 (centres undefined)	-1	32	-2.0	x	-8	3	-3	-4	-2	0
CN(C)C(=O)Oc1ccc(NC(=O)N2CCOCC2)cc1	1	-12	-1.4	-3	4	-5	5	-13	-3	3
COc1ccc(-c2nn(CCC#N)cc2C(=O)Nc2ccccc2Br)cc1[N+](=O)[O-]	18	19	-1.1	9	-12	x	x	-12	-1	7
CCOc1cc2c(cc1OCC)-n1cccc1C(c1ccc(OC)cc1)NC2 (centres undefined)	-2	-5	-1.9	-5	-11	-29	29	1	3	-1
CC1CCC(NCCc2ccc3c(c2)OCO3)CC1 (centres undefined)	10	10	-1.2	-2	-3	9	-9	-2	28	-6
CCOCC1(CCc2ccccc2)C(=O)NC(=S)NC1=O	-3	-2	0.9	5	-11	0	0	9	0	6
COc1cc(/C=C2\C[C@H]3[C@@H]4CC=C5C[C@@H](N6CCCC6)CC[C@]5(C)[C@H]4CC[C@]3(C)[C@H]2O)cc(OC)c1OC	-4	-31	-5.3	-2	9	-33	33	-2	11	5
O=S(=O)(O)C(=Cc1ccccc1)c1ccccc1 (tested in a mixture with another compound)	9	-7	0.2	-1	6	1	-1	-17	-3	7
Cc1cc(C)c(S(=O)(=O)NCC2CCC(C(=O)N3CCC4(CC3)OCCO4)CC2)c(C)c1 (centres undefined)	-4	8	-3.3	-2	-10	-29	29	0	-1	2
N/C(=N/[N+](=O)[O-])N1CCN(C(=O)Oc2ccc([N+](=O)[O-])cc2)CC1	14	-31	0.1	-2	1	-20	20	-10	-7	-6
CCS(=O)(=O)N1CCC(C(=O)N2CCC3(CC2)OCCO3)CC1	-16	2	-1.2	-3	-7	27	-27	2	x	-7
COC(=O)N1C(c2ccccc2)C1c1ccccc1 (centres undefined)	-2	-5	0.1	6	1	13	-13	5	-5	7
C[C@@]12N[C@@H](Cc3ccccc31)c1ccccc12	5&6	1&-40	0.0&0.0	0&-8	-6&-5	2&22	-2&-22	-8&-14	x	-1&-5
CCN(CC)Cc1c[nH]c2ccccc12	-10	3	0.7	-1	-2	8	-8	-1	5	4
C=CCN1C(=O)NC(=O)/C(=C/c2cnc(SC)nc2)C1=O	x	2	-1.0	-3	-5	28	-28	1	0	1
C=CCn1c(O)c(/C=C2/C=c3ccccc3=N2)c(=O)[nH]c1=S	x	13	-1.2	-3	4	17	-18	6	27	3
C=C(C)[C@@H]1[C@H]2OC(=O)[C@H]1[C@]1(O)C[C@H]3O[C@]34C(=O)O[C@H]2[C@]14C	13	1	-0.6	-6	8	5	-5	-10	x	0
CC1(C)N2CC3([N+](=O)[O-])CN1CC([N+](=O)[O-])(C2)C3	2	12	-0.9	-1	4	22	-22	-8	-1	3
C=CCCC1(CC)C(=O)NC(=S)NC1=O	2	-48	-3.2	-1	-8	26	-26	-9	-2	-4
C=CCn1c(O)c(C(C)=NCCc2ccccc2)c(=O)[nH]c1=O	12	x	-0.8	x	-1	19	-19	-16	-1	8
C[C@]12CC[C@H](O)C[C@H]1CC[C@@H]1C2CC[C@]2(C)[C@@H](C3=CC(=O)OC3)[C@@H](O)C[C@]12O (some centres undefined)	-79	-10	-1.0	-2	-6	5	-5	-13	x	-5
Cc1[nH]c2ccccc2c1CCCNC1CCCCC1	-6	12	0.2	-3	4	10	-10	10	16	13
CN(C)CCN=Cc1c(O)n(-c2cccc(C(F)(F)F)c2)c(=O)[nH]c1=O	8	4	-0.1	-2	-5	1	-1	-5	18	0
C=C1C(O)(c2ccccc2)C2CC[N+]1(C)CC2 (centres undefined)	1	9	-1.9	-11	-9	0	0	-14	-2	-5
Cc1cc(OCC(=O)O)c2c3c(c(=O)oc2c1)CCCC3	-9	1	-1.0	-4	-1	26	-26	8	0	15
O=C1NC(=O)C(CCc2ccncc2)(c2ccccc2)C(=O)N1	5	15	1.6	-1	-4	2	-2	-18	-1	-4
Cc1ccccc1N1C(=O)NC(=O)/C(=C\c2cc(C)n(C)c2C)C1=O	0	-7	-4.5	7	-19	9	-9	-4	5	4
Clc1ccc(OCC#CCN2CCOCC2)cc1	29	-14	-0.7	x	-6	11	-11	-7	1	4
O=C(CN1CCCCC1)c1ccccc1F	6	-12	-2.7	-5	-4	11	-11	10	-1	-2
COc1ccc(C(=O)C2CCCN(Cc3ccon3)C2)c(OC)c1 (centres undefined)	-2	-17	-1.9	-2	1	9	-9	0	-5	x
OC(CNC1CCCCC1)C(F)(F)F (centres undefined)	-2	8	-1.1	0	-2	10	-10	10	-3	4
COc1ccccc1-n1c(O)c(/C=C2\C=Nc3ccccc32)c(=O)[nH]c1=O	x	9	-0.7	-4	-2	-3	3	4	7	-2
O=c1[nH]c(O)c(N=Nc2cccc(S(=O)(=O)N3CCOCC3)c2)c(=O)[nH]1	-2	-17	-2.4	0	-7	34	-34	-15	2	x
COC(=O)C1=C(c2ccc(OC)c(OC)c2)C[C@@H]2CC[C@H]1N2C(=O)NC1Cc2ccccc2C1	18	x	0.0	0	-1	2	-2	-9	x	-3
O=C1c2ccccc2-c2cc3ccccc3cc21	33	9	-1.3	0	-2	-26	26	-15	-1	-5
CCCCOc1ccc(CN2CCN(CC)CC2)cc1	23	-15	-0.9	-3	-9	18	-18	-5	28	-2
O=C1NC(=O)C(Nc2ccccc2)C(=O)N1	1	0	-1.8	-5	2	-7	7	2	6	-5
COc1ccc(Cn2c(N)c(C(=O)NCc3ccco3)c3nc4ccccc4nc32)cc1	10	6	-2.4	-12	1	-11	11	2	0	-4
C=C[C@@H]1C2=CCOC(=O)C2=CO[C@H]1O[C@@H]1O[C@H](CO)[C@@H](O)[C@H](O)[C@H]1O	6	1	-0.8	1	1	19	-19	-9	x	6

High-throughput results: PubChem BioAssay, Broad Institute
